Screening data as filed in PubChem BioAssay.
E coli growth = reduces bacterial viability in AddAB counter-screen; E. coli V3065 growth, OD600 absorbance, 18 h; inhibition, % at 11.9 µM; hit rate 0.27% among 330,000; AID 449728;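 active = inhibition above the campaign's mean inhibition across all tested compounds plus 3 SD, cut at about 9.9% in these data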;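 note: uninfected addAB+ strain grown without phage in ampicillin broth; 0% = DMSO wells and 100% = ciprofloxacin 0.95 µg/ml wells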
PKA-R2B act = activators of human PKA-R2B complex. P22694+P31323. PKA-R2B holoenzyme dissociation, Cy5-IP20 fluorescence polarization; R2B truncated from residue 108, S112A mutant; 0% DMSO only, 100% 113 µM cGMP. activation, % at 11.4 µM. hit rate 0.079% among 340,000;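 active = activation above a cutoff set at the mean over all compounds plus 3 SD, cut at about 18% in these data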;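 note: higher means more holoenzyme dissociation and a rise in polarization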
Target sequence (P31323 whole entry, looked up, other chains not shown, the tested form may be a part): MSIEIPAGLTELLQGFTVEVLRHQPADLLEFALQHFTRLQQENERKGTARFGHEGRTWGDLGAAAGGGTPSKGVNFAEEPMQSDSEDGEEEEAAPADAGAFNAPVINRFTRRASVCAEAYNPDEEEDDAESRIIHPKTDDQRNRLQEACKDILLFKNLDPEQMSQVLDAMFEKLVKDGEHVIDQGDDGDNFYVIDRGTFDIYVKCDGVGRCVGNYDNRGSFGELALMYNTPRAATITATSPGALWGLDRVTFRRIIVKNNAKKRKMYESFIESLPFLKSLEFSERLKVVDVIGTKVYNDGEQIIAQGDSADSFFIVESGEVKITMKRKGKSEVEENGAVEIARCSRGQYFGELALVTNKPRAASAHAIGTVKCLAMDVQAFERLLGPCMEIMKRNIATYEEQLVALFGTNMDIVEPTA
AddAB inh = less growth of phage-infected E. coli with AddAB; E. coli expressing H. pylori AddAB, absorbance growth; inhibition, % at 11.9 µM; hit rate 0.29% among 330,000; AID 435030; in the data active = inhibition above about 12%;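 note: 0% = vehicle wells of infected cells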
Tat transport = E. coli Tat transport inhibition; E. coli MC4100 TorA-mCherry Tat export, fluorescence; inhibition, % at 10 µM; hit rate 0.036% among 340,000;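 active = mean replicate inhibition at least 50% and at least half of replicates individually reaching 50%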;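 note: exported cargo escapes ClpAP degradation while cytoplasmic cargo is degraded and loses fluorescence; 0% = median of neutral control wells and 100% = median of NaSCN control wells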
PfHsp90 yeast 2 = inhibits growth of yeast expressing Plasmodium falciparum Hsp90; inhibition, % at 9.4 µM; AID 504621; hit rate 0.32% among 310,000; S. cerevisiae expressing PfHsp90, BacTiter-Glo ATP, 48 h; yeast lacking PDR1 and PDR3 efflux regulators;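 active = every replicate shows inhibition above about 80%, whatever the replicate mean, limit read from the data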;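 note: 0% = DMSO neutral controls and 100% = 20 µM radicicol positive controls; yeast relying on Plasmodium falciparum Hsp90 in place of its own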
OPRM1-OPRD1 inv = mu-delta opioid heterodimer inverse agonism; P35372+P41143; cell-based MOR-DOR heterodimer luminescence; inhibition, % at 9.3 µM; hit rate 0.21% among 340,000; in the data active = inhibition above about 22%, passing the limit was not always enough;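 note: 0% = cells with DMSO and 100% = wells without cells with DMSO; values of inactives mirror those of a sister screen read the other way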
phage Ecoli inh = E. coli growth loss with phage present | AID 651602 | hit rate 0.26% among 360,000 | inhibition, % at 11.9 µM | growth absorbance; in the data active = inhibition above about 11%
HTR5A inv ctr = inverse agonist of human HTR5A in OPRM1-OPRD1 counter-screen; P47898; HTR5A cell line, luminescence, inverse agonism; inhibition, % at 9.3 µM; hit rate 0.083% among 340,000; AID 504634; in the data active = inhibition mostly above about 23%, no sharp cut-off; inactive = mostly below about 18%;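 note: 0% = cells with DMSO and 100% = no-cell wells with DMSO; some compounds called inactive have numbers as strong as hits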
Target sequence (P47898 whole entry, looked up): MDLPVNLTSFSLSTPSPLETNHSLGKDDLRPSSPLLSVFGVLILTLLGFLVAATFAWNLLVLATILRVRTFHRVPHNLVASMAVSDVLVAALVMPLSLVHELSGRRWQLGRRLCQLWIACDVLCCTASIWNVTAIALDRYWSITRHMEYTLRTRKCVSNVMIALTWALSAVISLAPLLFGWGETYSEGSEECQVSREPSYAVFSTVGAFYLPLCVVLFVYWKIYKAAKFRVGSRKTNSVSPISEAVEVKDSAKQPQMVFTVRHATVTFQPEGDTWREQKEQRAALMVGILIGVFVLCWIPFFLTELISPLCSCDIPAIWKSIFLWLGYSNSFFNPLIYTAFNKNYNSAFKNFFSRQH
OPRM1-OPRD1 ag = agonists of human mu-delta opioid receptor heterodimerization; P35372+P41143; cells, OPRM1-OPRD1 heterodimerization, luminescence; activation, % at 9.3 µM; hit rate 0.3% among 340,000; AID 504326; in the data active = activation above about 18%;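 note: 0% = vehicle-treated cells and 100% = reference agonist; values of inactives mirror those of a sister screen read the other way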
PKA-R1A activ = PKA-R1A complex activation; P00514+P68181; PKA-R1A dissociation, Cy5-IP20 fluorescence polarization; scaled: DMSO 0%, 113 µM cGMP 100%; activation, % at 11.4 µM; hit rate 0.083% among 340,000;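 active = percent activation above the mean of all tested compounds plus 3 SD, cut at about 19% in these data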;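 note: higher means more PKAc released from R1A so a rise in polarization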
Mot1-301 SUMO = inhibitors of SUMOylation pathway: yeast Mot1-301 growth rescue | hit rate 1% among 320,000 | S. cerevisiae Mot1-301 growth rescue, ATP luminescence, 38.5C; percent above DMSO median, 100 means doubled | growth rescue, % at 18.8 µM;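 active = every valid replicate shows activation above 250% relative to neutral control wells; inactive = the rest, any valid replicate at or below 250%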;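 note: OY570 slx delta 5 strain wells were the positive control but not used for scaling; some compounds called inactive have numbers as strong as hits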
* = called active by the depositor; . = no result given.

SMILES	E coli growth	PKA-R2B act	AddAB inh	Tat transport	PfHsp90 yeast 2	OPRM1-OPRD1 inv	phage Ecoli inh	HTR5A inv ctr	OPRM1-OPRD1 ag	PKA-R1A activ	Mot1-301 SUMO
COc1cc(Cl)c(C)cc1NC(=O)CSc1nnc(CN2CCCC2)o1	0.7	7	1.9	-4	-10	3	1.2	15	-0.8	1	50
COc1ccc(Nc2ncnc3ccccc23)cc1	0.6	3	0.8	3	24	3	2.0	-17	-0.5	-1	-26
Cc1ccc(-c2nc(N)c3c(-c4ccc(C)cc4)nn(C(C)(C)C)c3n2)cc1	3.6	3	0.9	-14	-11	3	4.0	8	-0.6	3	-23
O=C(Cn1cncn1)c1ccc(F)cc1F	0.3	-2	3.7	-9	-6	9	4.4	35	-1.6	0	-9
CCCCOC(=O)c1ccc(NC(=O)c2cnccn2)cc1	-0.1	4	2.5	4	-27	-3	1.2	7	0.5	3	55
Cn1c(CNC(=O)c2ccco2)nnc1SCC(=O)N1CCN(c2ccccc2F)CC1	1.1	-6	2.9	4	-3	12	0.8	9	-2.2	-1	5
O=C(c1ccco1)N(Cc1ccc(Cl)cc1)C1CCS(=O)(=O)C1 (stereo unspecified)	0.7	13	6.7	-2	7	12	2.5	11	-2.3	-3	3
COc1ccccc1CNC(=O)COC(=O)c1cccc(S(=O)(=O)N2CCCC2)c1	1.4	1	2.1	-13	-8	-1	3.2	0	0.3	-7	282
Cc1nnc(SCC(=O)NC(C)(C)C)n1NCc1ccc(Cl)cc1	-1.7	-4	3.4	5	20	10	1.2	22	-2.0	-4	785*
COCCNC(=O)C(c1ccc(F)cc1)N(C(=O)CCC(=O)Nc1ccccn1)c1cccc(C)c1 (stereo unspecified)	2.3	-5	1.9	8	-3	12	1.4	-11	-2.2	-2	-13
CCOC(=O)NC1=NCC(C)S1 (stereo unspecified)	0.0	-2	0.0	-6	-30	10	-1.0	-12	-1.9	1	460
COc1ccc(-c2oc(=O)c3cc(OC)c(OC)cc3c2C#C[C@]2(O)CC[C@H]3[C@@H]4CCc5cc(OC)ccc5[C@H]4CC[C@@]32C)cc1	-0.8	-7	2.8	-6	8	7	0.5	0	-1.3	-8	-19
CC(=O)Nc1ccc2nc(NC(=O)CS(=O)(=O)c3ccccc3)sc2c1	-1.7	-5	0.3	4	-5	0	1.9	-16	-0.1	-1	-10
CCOc1ncccc1C(=O)OCC(=O)c1ccc(C)c(C)c1	-0.2	-1	0.1	4	14	-6	2.1	-5	1.4	11	3
CC(C)(C)[C@H]1COC(=O)CCC/C=C/C[C@H](CC(=O)NCCO)C(=O)N1	0.7	-2	3.4	-16	15	10	2.2	4	-1.7	-5	-8
Cc1ccc(S(=O)(=O)NC(=O)N(CCC#N)Cc2ccccc2)cc1	-1.0	-6	1.2	-2	-16	19	-3.4	2	-4.1	2	-10
O=C(NNC(=O)C1CC(=O)N(c2ccc3c(c2)OCCO3)C1)c1ccc(F)cc1 (stereo unspecified)	0.2	0	2.2	-17	.	-32	2.9	1	4.9	1	-11
O=C(O)c1ccccc1S(=O)(=O)c1ccccc1CO	0.0	4	1.4	-2	9	13	1.8	-4	-3.0	2	-1
COC(=O)c1cc(C(=O)Nc2ccc(Cl)cn2)cc([N+](=O)[O-])c1	0.6	-6	1.9	-5	19	-15	1.7	2	2.6	7	6
Cc1ccc(CNC(=O)C2CCCN(c3cnccn3)C2)cc1 (stereo unspecified)	-0.4	-2	4.4	-5	-10	10	1.3	16	-1.9	-4	-4
COc1ccc(/C=C/c2c(-c3ccc(OC)cc3)oc3ccccc23)cc1	3.8	-6	4.4	-5	6	-21	3.4	5	3.8	-14	-18
COc1ncccc1-c1nnn(-c2ccc(Cl)nc2)n1	-1.9	-6	1.8	-2	1	6	1.7	-10	-1.1	-7	8
COc1ccc(COC(=O)C2CCN(S(=O)(=O)c3ccc(Cl)cc3)CC2)cc1	-0.6	-14	2.2	-4	-11	11	1.5	1	-2.2	-1	-15
CC(=O)N1CCc2cc(S(=O)(=O)N3CCCCCC3)ccc21	3.6	2	1.2	2	0	14	2.5	-2	-2.7	-7	104
O=C(CCSCCC(=O)NN=Cc1cccc(Cl)c1)NN=Cc1cccc(Cl)c1	.	3	.	11	-7	-1	3.0	1	0.2	-4	.

An excerpt from above with just OPRM1-OPRD1 ag, AddAB inh and PKA-R1A activ:
mol	OPRM1-OPRD1 ag	AddAB inh	PKA-R1A activ
COc1ccc(/C=C/c2c(-c3ccc(OC)cc3)oc3ccccc23)cc1	3.8	4.4	-14
CC(C)(C)[C@H]1COC(=O)CCC/C=C/C[C@H](CC(=O)NCCO)C(=O)N1	-1.7	3.4	-5

Other results:
SMILES	E coli growth	PKA-R2B act	AddAB inh	Tat transport	PfHsp90 yeast 2	OPRM1-OPRD1 inv	phage Ecoli inh	HTR5A inv ctr	OPRM1-OPRD1 ag	PKA-R1A activ	Mot1-301 SUMO
O=C(NCC(c1cccs1)N1CCOCC1)c1cc2ccccc2oc1=O (stereo unspecified)	1.7	4	3.2	2	13	19	0.1	5	-4.7	-5	-12
CN(C)CCNC(=O)C(C(=O)c1ccc(F)cc1)n1ccccc1=O (stereo unspecified)	0.2	-5	0.2	-9	-32	21	2.7	-14	-4.8	-20	25
CCOC(=O)c1[nH]c(C)c(C(=O)c2cc(F)ccc2F)c1C	-1.0	2	1.0	3	-5	6	2.0	-28	-1.1	-10	-6
Cc1ccnc(SCC(=O)c2ccc([N+](=O)[O-])cc2)n1	-1.7	0	1.5	-3	-18	-9	2.5	-14	1.5	-12	4
CCCCN(C)CC(O)Cn1cc(/C=C/C(=O)c2ccc(C)cc2)c2ccccc21 (stereo unspecified)	-2.6	0	-2.7	4	6	-26	3.6	-18	5.0	-6	-12
CSc1ccc(CCNC(=O)C2CCCN(c3ncnc4c3nc3n4CCCCC3)C2)cc1 (stereo unspecified)	1.4	-19	2.1	3	7	23	0.2	4	-4.5	3	-8
CC(C)NC(=O)CN1CCC(O)(c2ccccc2)CC1	3.4	6	0.7	-3	9	18	0.3	-1	-3.1	2	455
CCOc1cc2[nH]c(=O)n(CCCC(=O)N(C)Cc3ccccc3)c(=O)c2cc1OCC	0.2	-11	0.8	-2	.	15	-1.7	-8	-3.1	-20	.
O=C(O)CC/C(=N/Nc1ccc([N+](=O)[O-])cc1)C(=O)O	0.8	0	-0.8	1	100*	21	1.2	13	-4.0	-3	208
Cc1cccc(CCNC(=O)c2cc(S(=O)(=O)N3CCCC3)cn2C)c1	0.4	-1	-1.2	-9	5	-6	2.4	-45	1.0	-1	-5
c1ccc(Cn2cc(CN3CCCO3)c(-c3ccc4c(c3)OCO4)n2)cc1	2.1	3	0.3	1	-24	3	2.8	-23	-0.6	-8	9
CC(C)(C)c1ccc(S(=O)(=O)N2CCN(CCC#N)CC2)cc1	0.0	1	3.5	4	.	0	3.0	12	-0.1	-1	7
COc1ccc(S(=O)(=O)N2CCN(CCc3ccccc3)CC2)cc1	-2.1	-9	1.6	10	-13	0	1.9	4	0.0	-4	-5
CSc1sc(C(=O)NC(=O)NCc2cccnc2)c(C)c1-c1ccon1	1.1	-13	0.3	-1	10	11	1.8	6	-2.2	-2	-12
NC(CO)C12CC3CC(CC(C3)C1)C2 (stereo unspecified)	-0.7	0	1.1	-6	3	6	0.3	-17	-1.2	-2	1
CC(=O)Nc1ccc(NC(=O)COC(=O)C2CCCCC2)cc1	0.4	1	0.2	-4	3	14	3.6	2	-3.5	0	3
Cn1c(=NC(=O)C(C)(C)C)sc2cccc(F)c21	3.0	3	1.6	-3	-2	-16	1.0	-11	3.0	5	141
COC(=O)c1ccccc1S(=O)(=O)N1CCC(C(=O)N2CCC2)CC1	-1.0	6	1.6	-9	6	14	-0.9	1	-3.4	-1	67
COc1cccc(N2CCN(C(=O)C3CCCN(S(=O)(=O)c4ccc5c(c4)oc(=O)n5C)C3)CC2)c1 (stereo unspecified)	1.9	6	1.1	-2	3	4	-1.0	12	-0.7	-11	3
O=C(c1cccs1)N(C(=O)c1cccs1)c1ccccn1	-1.6	2	0.1	1	2	3	-0.9	-21	-0.5	6	12
COc1ccc(-c2c(-c3ccccc3OC)oc3ccccc23)cn1	0.0	-1	4.2	5	-1	-14	1.9	-5	2.5	11	28
COc1ccc(C2C3=C(CC(C)(C)CC3=O)N(C)C3=C2C(=O)CC(C)(C)C3)cc1	0.1	-4	3.0	3	.	11	2.7	15	-2.1	-3	203
CC1Sc2ccc(S(=O)(=O)N3CCN(c4ccccc4)CC3)cc2NC1=O (stereo unspecified)	1.5	-11	4.2	-7	-22	-40	4.0	10	7.7	-5	-1
Cc1ccc(NC(=S)N2CCCC(c3nc4ccccc4[nH]3)C2)cc1 (stereo unspecified)	-0.8	1	1.3	-3	43	23	5.5	-4	-5.0	-13	523*
Cc1cc(=O)[nH]c(N/N=C/c2ccc(F)cc2)n1	.	12	.	-2	5	17	0.3	-6	-3.7	5	3
The list continues:
SMILES	E coli growth	PKA-R2B act	AddAB inh	Tat transport	PfHsp90 yeast 2	OPRM1-OPRD1 inv	phage Ecoli inh	HTR5A inv ctr	OPRM1-OPRD1 ag	PKA-R1A activ	Mot1-301 SUMO
O=C(NCCN1CCCCC1)c1cc(OCC(F)(F)F)ccc1OCC(F)(F)F	0.1	-1	0.2	-4	-1	-2	3.1	-10	0.4	7	.
Cc1nn(-c2ccc(F)cc2)c(Cl)c1/C=C1\C(=O)Nc2ccccc21	-0.2	-2	0.1	-1	-12	-18	4.7	0	2.7	-4	-16
CCOC(=O)N1CCN(C(=O)c2cn(C)c3ccc(S(=O)(=O)N4CCOCC4)cc3c2=O)CC1	3.2	-7	3.7	-2	-19	18	1.6	0	-3.5	0	-5
CCCCn1c(=O)n(C)c(=O)c2c(C(F)(F)F)cc(-c3ccncc3)nc21	-0.5	1	0.8	-5	-4	20	2.1	-14	-3.6	-3	.
COc1ccccc1CCNC(=O)C(=O)c1cn(CC(=O)N2CCOCC2)c2ccccc12	-2.0	2	3.9	0	-8	13	0.2	18	-2.5	19*	5
CC(=O)Nc1ccc(C=NNc2ccc([N+](=O)[O-])cn2)cc1	.	7	.	-7	6	21	2.7	16	-4.4	4	.
COC(=O)CN1C(=O)[C@H]2[C@@H](/C=C/c3ccccc3)N3C(=O)CN(Cc4ccccc4)C(=O)[C@@]3(Cc3ccccc3)[C@H]2C1=O	0.7	5	2.8	-4	11	7	1.0	9	-1.3	-1	-12
N=c1c(C(=O)NCC2CCCO2)cc2c(=O)n3ccccc3nc2n1Cc1ccccc1 (stereo unspecified)	-1.8	12	-2.4	18	-23	10	-2.4	7	-1.9	-9	-13
C[n+]1cccc2cccc([O-])c21	.	-9	.	-4	-15	-31	0.5	-3	6.2	-4	.
O=C(O)C1CC(O)CN1c1nc(Cl)ccc1[N+](=O)[O-] (stereo unspecified)	1.9	-3	2.1	2	13	15	3.2	-5	-2.9	-10	3
NS(=O)(=O)c1cnccc1Nc1ccc(Cl)c(Cl)c1	-0.4	-1	5.5	2	-5	5	3.8	1	-0.9	-8	-23
Cc1cc(C)c(S(=O)(=O)N2CCCCC2CCNC(=O)C(=O)NC2CC2)c(C)c1 (stereo unspecified)	-0.1	-2	-0.9	0	.	10	.	5	-1.6	2	4
